MazF activator: activators of E. coli MazEF toxin-antitoxin RNase | FAM/BHQ RNA-DNA oligo cleavage fluorescence, 5 h | activation, % at 20 µM | hit rate 0.32% among 350,000 | AID 504720; in the data active = activation above about 50%
3CLpro inhibitor: SARS-CoV 3CLpro protease inhibition. AID 1706. hit rate 0.14% among 290,000. recombinant SARS-CoV 3CLpro, quenched FRET peptide cleavage. inhibition, % at 6 µM; in the data active = inhibition above about 12%
Rv3671c protease: Rv3671c (M. tuberculosis) protease inhibition; hit rate 0.048% among 320,000; inhibition, % at 5.96 µM; AID 2606; P9WHR9; in the data active = inhibition above about 38%;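 note: extracellular domain of Rv3671c used as enzyme; 0% = enzyme with DMSO and 100% = no enzyme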
CCHF vOTU inh: blocks the CCHF virus ovarian tumor domain protease; CCHFV vOTU protease, Pep-AMC fluorescence; inhibition, % at 11.5 µM; hit rate 0.55% among 370,000; in the data active = inhibition above about 30%; note: 0% = vehicle wells with enzyme and 100% = no enzyme wells
PrPC surface inh: reduces human prion protein on the cell surface; inhibition, % at 13.8 µM; cell surface PrPC, TR-FRET read-out; hit rate 0.43% among 370,000; P04156; AID 720596; in the data active = inhibition above about 24%; note: 0% = median of the test wells and 100% = reference compound wells
TcdB inh: blocks C. difficile toxin B glycohydrolase activity | hit rate 0.24% among 350,000 | AID 652162 | TcdB glycohydrolase enzymatic assay, plate reader | P18177 | inhibition, % at 9.99 µM; in the data active = inhibition above about 10%
Target sequence (P18177 whole entry, looked up): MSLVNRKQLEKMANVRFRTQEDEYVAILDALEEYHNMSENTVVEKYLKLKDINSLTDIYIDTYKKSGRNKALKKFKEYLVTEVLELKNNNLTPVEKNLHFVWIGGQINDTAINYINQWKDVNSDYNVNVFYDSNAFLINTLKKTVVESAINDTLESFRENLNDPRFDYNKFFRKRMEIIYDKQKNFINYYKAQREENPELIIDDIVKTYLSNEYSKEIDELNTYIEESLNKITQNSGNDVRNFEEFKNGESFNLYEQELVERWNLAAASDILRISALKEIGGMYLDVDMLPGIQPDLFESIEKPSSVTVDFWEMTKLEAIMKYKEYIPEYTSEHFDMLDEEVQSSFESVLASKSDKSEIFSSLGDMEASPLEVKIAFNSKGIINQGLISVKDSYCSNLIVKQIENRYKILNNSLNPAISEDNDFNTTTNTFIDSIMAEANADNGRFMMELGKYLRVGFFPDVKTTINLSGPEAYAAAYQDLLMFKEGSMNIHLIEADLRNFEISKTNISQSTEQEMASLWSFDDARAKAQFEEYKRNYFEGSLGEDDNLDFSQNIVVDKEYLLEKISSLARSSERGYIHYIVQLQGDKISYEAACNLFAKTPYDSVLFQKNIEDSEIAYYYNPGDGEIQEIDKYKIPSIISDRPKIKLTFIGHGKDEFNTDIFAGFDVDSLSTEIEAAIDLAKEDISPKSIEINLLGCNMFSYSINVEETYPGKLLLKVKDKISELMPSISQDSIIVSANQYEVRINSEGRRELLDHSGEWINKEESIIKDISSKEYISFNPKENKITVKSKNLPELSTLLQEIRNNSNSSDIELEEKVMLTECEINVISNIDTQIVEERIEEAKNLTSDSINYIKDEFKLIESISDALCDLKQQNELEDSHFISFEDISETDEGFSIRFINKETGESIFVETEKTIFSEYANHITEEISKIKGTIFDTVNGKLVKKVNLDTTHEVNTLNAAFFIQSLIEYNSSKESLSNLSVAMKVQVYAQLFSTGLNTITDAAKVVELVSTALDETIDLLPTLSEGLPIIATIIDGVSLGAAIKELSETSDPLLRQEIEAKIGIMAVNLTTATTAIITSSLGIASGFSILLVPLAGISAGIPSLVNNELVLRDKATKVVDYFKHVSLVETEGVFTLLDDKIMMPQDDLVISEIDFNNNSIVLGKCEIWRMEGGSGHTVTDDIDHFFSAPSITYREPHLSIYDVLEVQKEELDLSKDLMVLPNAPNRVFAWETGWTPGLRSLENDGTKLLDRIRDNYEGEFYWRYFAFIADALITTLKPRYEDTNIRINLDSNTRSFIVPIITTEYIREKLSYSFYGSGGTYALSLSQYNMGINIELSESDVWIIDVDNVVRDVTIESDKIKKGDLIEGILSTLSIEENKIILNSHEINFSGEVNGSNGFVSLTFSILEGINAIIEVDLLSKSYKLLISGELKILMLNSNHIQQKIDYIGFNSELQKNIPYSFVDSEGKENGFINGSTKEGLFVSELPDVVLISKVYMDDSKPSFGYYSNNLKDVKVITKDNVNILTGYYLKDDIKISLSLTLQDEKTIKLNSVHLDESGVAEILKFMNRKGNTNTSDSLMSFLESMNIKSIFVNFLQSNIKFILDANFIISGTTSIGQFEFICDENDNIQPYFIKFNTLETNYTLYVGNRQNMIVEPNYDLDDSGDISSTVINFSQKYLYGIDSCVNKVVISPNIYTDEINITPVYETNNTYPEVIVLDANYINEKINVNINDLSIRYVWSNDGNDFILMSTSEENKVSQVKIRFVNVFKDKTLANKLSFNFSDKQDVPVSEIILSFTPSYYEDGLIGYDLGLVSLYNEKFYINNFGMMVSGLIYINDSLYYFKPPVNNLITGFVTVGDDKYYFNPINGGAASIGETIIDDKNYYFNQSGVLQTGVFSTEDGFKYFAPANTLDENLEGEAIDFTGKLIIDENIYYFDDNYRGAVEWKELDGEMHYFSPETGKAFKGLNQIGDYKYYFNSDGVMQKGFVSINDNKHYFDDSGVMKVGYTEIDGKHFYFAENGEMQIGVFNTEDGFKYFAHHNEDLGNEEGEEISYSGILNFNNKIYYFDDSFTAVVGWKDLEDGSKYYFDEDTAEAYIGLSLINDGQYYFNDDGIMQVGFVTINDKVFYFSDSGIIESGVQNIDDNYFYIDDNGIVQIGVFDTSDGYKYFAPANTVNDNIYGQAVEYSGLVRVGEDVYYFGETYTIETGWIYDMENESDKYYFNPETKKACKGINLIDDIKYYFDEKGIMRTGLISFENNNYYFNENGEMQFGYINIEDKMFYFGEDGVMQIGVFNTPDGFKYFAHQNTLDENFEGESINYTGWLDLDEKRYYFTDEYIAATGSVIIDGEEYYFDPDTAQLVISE
VHR inh abs: blocks human VHR1 dual specificity phosphatase; hit rate 0.52% among 290,000; inhibition, % at 13.3 µM; P51452; recombinant VHR phosphatase, pNPP absorbance; AID 1654; in the data active = inhibition above about 50%; note: some compounds called inactive have numbers as strong as hits
Vc quorum ag: induces V. cholerae light production without autoinducers; hit rate 0.16% among 350,000; V. cholerae BH1578 lux reporter, luminescence, 6 h; AID 588436; activation, % at 18.7 µM; in the data active = activation mostly above about 9.7%, no sharp cut-off; note: not every result past the cut was called active; inactives centre near 0; reference of the scale not given here
SSB-PriA inh: inhibitors of Klebsiella pneumoniae PriA binding to SSB C-terminal tail; AlphaScreen SSBct-PriA binding, biotinylated peptide; inhibition, % at 33 µM; hit rate 0.6% among 430,000; in the data active = inhibition mostly above about 37%, no sharp cut-off; inactive = mostly below about 20%;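 note: plate controls were negative control peptide for no effect and reference peptide for full effect; strong numbers were not always called active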
Yp Topo-I inh: inhibitors of Yersinia pestis topoisomerase I | hit rate 0.064% among 360,000 | Y. pestis Topo-I cleavage product accumulation, plate reader | activity, % at 10 µM; in the data active = activity above about 50%, passing the limit was not always enough; note: inactives centre near 2
An asterisk follows results filed as active; i = inactive; . = no result given. These rows are one share of the data (hit frequency here may not be typical).

SMILES	MazF activator	3CLpro inhibitor	Rv3671c protease	CCHF vOTU inh	PrPC surface inh	TcdB inh	VHR inh abs	Vc quorum ag	SSB-PriA inh	Yp Topo-I inh
Cc1ccc(N2C(=O)CC(N(O)C3CC(=O)N(c4ccc(C)cc4)C3=O)C2=O)cc1 (stereo unspecified)	-1.0	-1.9	-10.2	-10.9	5.5	.	7.1	i	-6.3	-9.2
Cc1ccc(NC(=O)CC(O)(C(F)(F)F)C(F)(F)F)c(Br)c1	1.0	0.8	-8.6	-9.2	-3.0	1.5	-7.5	i	-10.8	1.1
Cc1cccc(NS(=O)(=O)c2cc3c(cc2C)N(C)CCO3)c1	1.2	-1.1	-2.2	4.5	7.1	-1.2	29.1	-0.1	2.0	6.0
COc1ccc(CCNc2ncnc3cc(OC)c(OC)cc23)cc1OC	3.3	-4.6	.	6.9	18.9	0.5	-2.8	i	-5.0	-1.0
O=C(C[C@@H]1NS(=O)(=O)OC2CCCCC21)c1ccccc1 (stereo partly specified)	0.2	-4.7	5.5	2.0	-2.9	1.8	-6.6	0.4	-3.1	-5.2
O=C(CC1C(=O)NCCN1C(=O)Nc1ccccc1)Nc1cccc(C(F)(F)F)c1 (stereo unspecified)	-4.1	2.7	-5.4	20.8	-0.1	.	-11.2	-0.3	-0.7	-11.0
O=c1cc(O)c2c(=O)n(-c3ccccc3)c3c(c2o1)CCCCCC3	-3.8	1.6	-4.8	-3.6	-4.5	.	-5.3	-1.5	-12.7	-1.8
Cc1cc(C)cc(OCC(=O)N/N=C/c2ccco2)c1	12.8	-2.2	1.2	-6.3	-3.3	0.5	7.3	-1.3	.	2.0
COc1ccc(Nc2nc(-c3cccs3)cs2)cc1	6.3	-1.9	5.7	5.8	-3.1	.	23.2	.	19.6	.
Cc1ccc(S(=O)(=O)NCCC(=O)N2CCOCC2)cc1C	3.4	.	7.0	-1.8	-0.4	2.9	.	i	-8.4	21.2
CCOc1ccc(-c2c(C(=O)N/N=C/c3ccccc3)nnn2-c2nonc2N)cc1	2.4	0.0	-7.1	-1.1	8.1	0.3	32.9	-0.5	i	-5.5
COc1ccc(N(CC(=O)N2CCCCCC2)S(C)(=O)=O)cc1Cl	5.9	3.2	4.5	-2.5	-10.1	0.8	-11.6	i	-0.7	-18.5
O=C(Nc1ccc2c(c1)OCO2)c1csc([C@@H]2C[C@H](O)[C@@H](CO)O2)n1	.	.	.	2.3	11.5	-4.5	.	-1.3	.	-6.2
Cc1cnc(NC(=O)Cn2cnc3c2c(=O)n(C)c(=O)n3C)s1	3.5	-0.2	3.6	-2.0	14.3	1.3	-7.1	-4.2	-9.1	-0.3
O=C(CC12CC3CC(CC(C3)C1)C2)NCC(c1ccc(F)cc1)N1CCOCC1 (stereo unspecified)	-1.1	0.6	-6.2	5.4	6.1	1.0	13.2	0.1	5.5	7.7
CN(Cc1ccsc1)C(=O)CCc1nnc(CCCc2ccccc2)o1	2.0	0.2	-8.2	12.0	6.4	1.5	11.0	i	-7.3	40.9
Cc1ccc([C@@H]2C[C@H]3[C@@H](CN2S(=O)(=O)c2ccc(C)cc2)C(=O)C[C@@H](c2ccc(C)cc2)N3S(=O)(=O)c2ccc(Cl)cc2)cc1	-17.1	.	.	15.0	-4.7	0.8	.	-0.4	.	6.8
O=C(COC(=O)c1cc(Cl)ccc1O)Nc1cc(C(F)(F)F)ccc1N1CCOCC1	-2.2	.	-2.8	20.3	7.0	0.4	.	i	-0.6	9.7
Cc1ccc(Cl)cc1Nc1nc(-c2sc(NC(=O)C(C)(C)C)nc2C)cs1	-14.5	6.2	-1.5	10.5	3.6	0.0	24.5	i	2.0	-4.4
Cc1cccc(C)c1OCc1cc(C(=O)NCc2ccc(Cl)s2)no1	0.2	3.0	-11.0	-3.6	4.6	1.0	12.9	i	-23.8	28.7
O=C(COC(=O)c1cccc(S(=O)(=O)N2CCOCC2)c1)Nc1ccc2c(c1)OCO2	-2.4	-1.1	6.2	4.9	1.6	.	10.0	0.4	-18.7	-11.0
CCc1nnc(NC(=O)CN2CCN(Cc3ccccc3C)CC2)s1	7.7	2.6	7.3	12.4	1.0	0.5	17.8	0.9	5.2	6.9
COc1ccccc1/C=C/C1(C(=O)NC2CCCC2)CC(=O)N1c1ccccc1 (stereo unspecified)	8.9	5.4	5.7	0.8	7.1	0.4	-11.5	-0.1	-14.7	-4.6
O=C(NCc1ccncc1)c1cc(-c2ccc(Cl)cc2)oc1C(F)(F)F	5.3	2.0	3.4	10.8	12.5	1.0	12.5	-0.3	-16.4	-3.0
COc1ccc2nc(-c3ccccc3)[nH]c(=O)c2c1	5.7	.	.	1.0	-3.6	0.7	.	-2.8	-6.4	-0.1
Cc1ccc(OCCNC(=O)Cn2cnc3c(=O)n(C)c(=O)n(C)c32)cc1C	0.8	-0.9	6.5	12.6	4.0	.	26.3	i	-15.7	5.1
O=C(CN(C(=O)C1COc2ccccc2O1)c1ccccc1)NCC1CCCO1 (stereo unspecified)	-4.0	5.4	-7.2	-23.5	-4.3	.	-10.1	i	-17.9	-1.5
CC(=O)Oc1ccc(-c2ccc(C(=O)OCC(=O)N(C)CC(=O)Nc3ccccc3Cl)cc2)cc1	-2.8	-2.8	-9.2	14.1	7.0	0.6	14.0	-0.2	-20.0	29.9
COc1ccc(N(CC(=O)Nc2ccc(S(=O)(=O)N3CCCC3)cc2)S(C)(=O)=O)cc1OC	-3.7	1.1	8.8	-1.5	0.0	.	4.4	-1.2	-6.7	-1.8
CC1=C(C(=O)OCc2ccc3c(c2)OCO3)C(c2ccccc2OCc2ccccc2)NC(=O)N1 (stereo unspecified)	0.5	-0.5	-6.1	-9.8	-0.1	.	6.5	-8.0	16.7	30.9
CC1(C)Cc2cccc(OCC(=O)N3CCN(c4ccccc4F)CC3)c2O1	8.6	.	3.9	-2.8	0.6	2.3	.	-1.9	-10.0	23.8
O=C1CC2CCCC(C1)S2=O (stereo unspecified)	5.4	.	.	4.7	2.0	-0.6	.	5.9	.	1.4
CCN1C(=O)[C@H]2[C@@H](c3ccc(-c4ccc(F)cc4)c(OC)c3)N[C@@](C)(C(=O)OC)[C@H]2C1=O	5.6	.	-5.6	-6.9	3.3	1.9	.	-0.5	-9.7	-15.7
C=CCNC(=O)C1CC(=O)N(c2ccc(OCC(=O)Nc3ccc(Cl)c(C(F)(F)F)c3)cc2)C1 (stereo unspecified)	-14.2	-7.8	-1.8	11.1	-6.4	.	16.6	-0.4	-17.4	3.6
Cc1ccc(NC(=O)c2ncn(CCCNCCCN(C)C)n2)cc1C	-0.1	.	.	-1.8	-4.3	1.5	.	i	-10.4	-7.3
CC(C)(C)c1cc(NC(=O)Nc2ccccc2)no1	5.0	0.6	-10.4	-7.9	7.6	1.7	-12.8	-0.6	-4.0	-7.2
COC(=O)COc1cccc(NC(=O)c2cc(OC)cc(OC)c2)c1	-4.7	0.5	-0.5	-12.3	-7.2	0.1	16.6	-0.3	2.4	-0.5
N[C@@H](Cc1c[nH]c2ccccc12)c1nnc(SCc2ccccc2)o1	5.9	-1.5	-8.9	5.2	-3.2	.	31.1	-1.5	7.1	7.1
Cc1ccc(CN2C(=O)CNC2=S)cc1	2.9	1.0	10.2	-5.5	-4.4	1.2	15.4	0.6	-9.9	7.4
O=C(Nc1cccn(Cc2c(Cl)cccc2Cl)c1=O)c1ccc(Cl)cc1Cl	2.9	-1.3	-18.2	1.6	-1.0	.	10.2	i	-2.3	1.6
O=C(Nc1cccc(-c2csc(Nc3cccc(C(F)(F)F)c3)n2)c1)c1cc([N+](=O)[O-])cc(C(F)(F)F)c1	10.2	.	-11.9	-4.0	1.3	0.0	14.9	-3.7	-19.5	-3.6
CCCCCCn1c(SCCOC)nc2c1c(=O)[nH]c(=O)n2C	-22.9	.	1.6	0.6	-4.8	2.0	22.0	-0.6	7.5	13.7
Nc1nc(N)c2cc(Sc3ccc4ccccc4c3)ccc2n1	29.5	3.3	34.1	4.8	-2.2	1.1	22.8	-1.1	9.4	-12.6
CCOc1cc(C(=O)Nc2ccc(S(=O)(=O)Nc3nnc(CC)s3)cc2)cc(OCC)c1OCC	-0.5	10.3	-7.1	38.5*	8.9	1.6	-16.2	i	4.6	2.7
O=C(CN1C(=O)/C(=C/c2ccco2)SC1=S)Nc1ccc(C(=O)O)c(O)c1	7.5	1.2	-10.6	36.1*	-6.4	-1.5	14.9	i	10.6	-23.3
COCCNc1ncnc2c1ncn2[C@H]1CN(Cc2ccc(Cl)cc2)C[C@@H](CO)O1	.	.	.	11.9	-4.6	0.6	.	0.8	.	10.5
NC(=O)c1ccc[n+](Cc2cccc3ccccc23)c1	-2.1	2.8	0.4	3.7	-12.0	.	-1.6	-0.5	-13.3	1.2
CC(=O)Nc1ccc(Nc2cc(N(C)C)c3nonc3c2[N+](=O)[O-])cc1	-2.5	4.4	.	2.3	-17.3	-0.1	17.2	0.2	0.9	-0.2

Some of these compounds in order of length of the SMILES, ascending.
SMILES	MazF activator	3CLpro inhibitor	Rv3671c protease	CCHF vOTU inh	PrPC surface inh	TcdB inh	VHR inh abs	Vc quorum ag	SSB-PriA inh	Yp Topo-I inh
Nc1nc(N)c2cc(Sc3ccc4ccccc4c3)ccc2n1	29.5	3.3	34.1	4.8	-2.2	1.1	22.8	-1.1	9.4	-12.6
N[C@@H](Cc1c[nH]c2ccccc12)c1nnc(SCc2ccccc2)o1	5.9	-1.5	-8.9	5.2	-3.2	.	31.1	-1.5	7.1	7.1
CC(=O)Nc1ccc(Nc2cc(N(C)C)c3nonc3c2[N+](=O)[O-])cc1	-2.5	4.4	.	2.3	-17.3	-0.1	17.2	0.2	0.9	-0.2

Further results follow:
SMILES	MazF activator	3CLpro inhibitor	Rv3671c protease	CCHF vOTU inh	PrPC surface inh	TcdB inh	VHR inh abs	Vc quorum ag	SSB-PriA inh	Yp Topo-I inh
COc1ccc(OC)c(CC(NC(C)=O)C(=O)NC2CCN(c3nc(OC)nc(OC)n3)CC2)c1 (stereo unspecified)	9.6	-0.3	2.9	0.9	2.9	3.3	16.7	0.7	-19.7	3.5
Cc1cc(C)c(S(=O)(=O)NCCSCc2ccco2)c(C)c1	-14.3	.	-5.0	13.6	-6.7	-0.2	.	i	-2.8	20.6
CNC(=O)N(C1=NCC(C)S1)c1ccc(F)cc1F (stereo unspecified)	-0.5	-1.0	5.2	-1.6	-3.4	.	9.7	i	-9.7	7.2
CCC(=O)N1CCc2cc(S(=O)(=O)CCC(=O)NC3CCCCC3)ccc21	-12.2	1.2	4.4	-7.7	11.5	0.7	16.6	-0.4	-4.8	-3.5
Cc1ccc(C2CC(C(F)F)n3ncc(C(=O)Nc4cnn(Cc5ccccc5C)c4)c3N2)cc1 (stereo unspecified)	-7.8	-1.2	-1.2	10.1	-8.0	.	32.6	i	7.4	22.8
CCCCC(CC)C(=O)Nc1ccc(S(=O)(=O)Nc2nccs2)cc1 (stereo unspecified)	-8.2	0.1	5.3	8.0	-3.9	0.5	16.6	-0.4	-3.1	3.4
CC(C)=CCCC(C)CN1CCC(O)CC1 (stereo unspecified)	10.6	1.7	-6.5	0.1	9.4	.	-7.0	5.0	-11.3	-0.9
COc1ccc(OCCOC(=O)CN2C(=O)NC3(CCCC3)C2=O)cc1	-4.0	.	-8.4	4.8	-2.9	2.0	.	-1.6	-8.7	-9.4
CCOc1cc(C2C3=C(CCCC3=O)N(CCC(=O)O)C3=C2C(=O)CCC3)ccc1OS(=O)(=O)c1ccc(C)cc1	2.5	1.6	-11.9	-111.0	-3.7	.	1.0	-0.3	5.3	-0.7
CCn1c2ccccc2c2cc(NC(=O)CC(C)=O)ccc21	1.7	0.9	0.4	14.1	6.6	.	-1.5	i	8.0	-4.6
COC(=O)c1cc(NC(=O)CSC2=NCCS2)cc(C(=O)OC)c1	-2.3	2.1	-1.5	1.0	4.6	5.3	5.2	i	5.5	-0.5
COc1ccc(NC(=O)CC(Cc2ccccc2)C(=O)O)cc1 (stereo unspecified)	-10.8	-0.4	-11.8	2.3	6.7	.	18.0	16.4	-12.2	-16.7
Clc1ccccc1CN1CCN(/N=C/C=C\c2ccco2)CC1	-10.5	2.1	-2.8	-5.5	2.7	-0.1	18.1	0.7	.	25.9

High-throughput results (PubChem BioAssay)
